PolyA inh: inhibitors of polyadenylation in S. cerevisiae; S. cerevisiae SKY197-pL101 polyadenylation reporter, beta-gal luminescence; efflux-impaired pdr1/pdr3 knockout yeast; score 100 = 6 SD above DMSO; calls only at 12 µM; 300,000 tested, 0.02% active; AID 1875;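 active = lowest replicate activity score at least 50, where 100 means six control SD above control mean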;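 also: yeast exposed to compound for 9 h at 30 °C; higher score means more reporter readthrough which indicates perturbed polyadenylation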
Platelet DG rel: modulates dense granule release in human platelets. human platelet-rich plasma, SFLLRN dense granule ATP release, luminescence. inhibition, %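 (compounds screened at 7.5 µM in platelet-rich plasma)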. 300,000 tested, 0.22% active. AID 1663;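 active = mean replicate score, as percent of positive control, at or above 50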
HSF-1 act: increases HSF-1 driven luciferase reporter signal | NIH3T3-HGL HSF-1 luciferase reporter, MG132, 8 h; 100% = twice DMSO control signal | activation, % at 9 µM | 300,000 tested, 1.7% active;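 active = mean replicate activation of at least 50% with a set share of replicates each reaching 50%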;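 also: 0% = median of the neutral control wells and 100% = twice that signal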
GSK3A inh: human GSK-3 alpha kinase inhibition. ADP-Glo luminescence, 60 min. inhibition, % at 10 µM. P49840. 320,000 tested, 0.1% active. AID 2650;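 in the data active = inhibition above about 50%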;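 also: GST-tagged GSK-3 alpha with peptide substrate and 25 µM ATP; 0% = DMSO neutral wells and 100% = GW8510 positive control wells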
Target sequence (P49840 whole entry, looked up): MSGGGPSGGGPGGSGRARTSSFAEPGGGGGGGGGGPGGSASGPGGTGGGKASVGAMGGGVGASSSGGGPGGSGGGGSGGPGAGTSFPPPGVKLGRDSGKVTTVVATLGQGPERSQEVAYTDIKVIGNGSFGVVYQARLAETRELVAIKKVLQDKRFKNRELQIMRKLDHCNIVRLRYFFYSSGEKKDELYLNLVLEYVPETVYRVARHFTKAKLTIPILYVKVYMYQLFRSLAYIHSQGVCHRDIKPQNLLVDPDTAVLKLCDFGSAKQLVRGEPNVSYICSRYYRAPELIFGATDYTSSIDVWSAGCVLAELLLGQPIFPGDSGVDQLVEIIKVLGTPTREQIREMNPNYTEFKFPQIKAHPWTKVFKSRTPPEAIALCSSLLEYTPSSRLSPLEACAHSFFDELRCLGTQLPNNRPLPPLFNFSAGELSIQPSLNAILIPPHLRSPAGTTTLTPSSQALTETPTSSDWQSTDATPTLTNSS
DYRK1A inh: blocks rat Dyrk1A kinase activity; ADP-Glo luminescence, NFATc1 peptide; AID 504441; inhibition, % at 12.5 µM; 310,000 tested, 0.43% active; Q63470; in the data active = inhibition above about 50%;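 also: plate controls were vehicle with enzyme for no effect and no enzyme for full effect; many of its hits are not listed in these tables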
GSK3B inh: inhibitors of human GSK3beta kinase; AID 2097; 300,000 tested, 0.038% active; P49841; GST-GSK3beta kinase, ADP-Glo luminescence, 60 min; stronger effect = lower value; activity score (negative = inhibition), % at 10 µM;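 active = more than half of replicate wells score below -50%, meaning over 50% inhibition versus plate controls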;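 also: 0% = median DMSO wells and -100% = median GW8510 positive control wells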
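Test system – GST-tagged human GSK3beta kinase, cell-free · Incubation – 60 min enzyme reaction, room temperature · Signal – ADP-Glo luminescence · Also added – peptide substrate and ATP at 25 µM · Controls – DMSO neutral wells and GW8510 at 20 µM as positive · Buffer or medium – Tris/MgCl2 kinase buffer · Measure – Luminescence-derived activity versus plate DMSO and GW8510 wells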
AI-2 QS mod: modulates the Vibrio harveyi AI-2 quorum sensing system | Vibrio harveyi JMH597 AI-2 luminescence/OD600 ratio, 9 h; stronger effect = lower value; strain lacks LuxN and CqsS sensors; 0 = neutral-control median | activity change, % at 7.5 µM | 300,000 tested, 0.4% active; in the data active = activity change below about -75%, passing the limit was not always enough;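 also: luminescence divided by OD600 gain over 9 h not by final OD600 alone; inactives centre near 13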
HDAC3 inhib: human HDAC3 inhibition | recombinant HDAC3, fluorogenic peptide/trypsin coupled, fluorescence | 320,000 tested, 0.15% active | inhibition, % at 8.3 µM | AID 2718 | O15379; in the data active = inhibition above about 26%, passing the limit was not always enough
Target sequence (O15379 whole entry, looked up): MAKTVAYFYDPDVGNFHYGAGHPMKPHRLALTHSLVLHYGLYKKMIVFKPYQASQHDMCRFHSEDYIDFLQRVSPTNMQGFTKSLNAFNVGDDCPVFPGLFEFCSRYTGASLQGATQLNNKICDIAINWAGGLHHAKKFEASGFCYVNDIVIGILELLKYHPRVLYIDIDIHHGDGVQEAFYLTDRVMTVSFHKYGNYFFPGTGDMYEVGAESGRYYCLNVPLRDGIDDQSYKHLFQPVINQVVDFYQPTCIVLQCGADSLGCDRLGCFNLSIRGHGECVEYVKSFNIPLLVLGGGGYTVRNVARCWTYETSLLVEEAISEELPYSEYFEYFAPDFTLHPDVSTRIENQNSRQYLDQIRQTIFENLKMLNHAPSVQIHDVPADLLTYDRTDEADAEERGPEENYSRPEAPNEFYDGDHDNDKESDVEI
HSP90 inh: blocks HSP90-mediated luciferase refolding in reticulocyte lysate | Rabbit reticulocyte lysate, luciferase refolding luminescence, 3 h | inhibition, % at 5.6 µM | 290,000 tested, 0.91% active;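 active = inhibition above the screen-wide mean plus 3 SD, computed separately per campaign, cut at about 16% in these data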;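 also: 0% = DMSO wells and 100% = 60 µM geldanamycin wells; inhibitors lower the luminescence because luciferase stays unfolded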
HSF1 inhib: HSF1 inhibition. NIH3T3-HGL HSE-luciferase, MG132-induced, luminescence 8 h; stronger effect = lower value. activity change, negative = inhibition, % at 7.5 µM (by protocol). 300,000 tested, 0.77% active. AID 2098;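 active = more than half of replicate wells show activity change below -50%, luminescence cut by over half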;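 also: luciferase reports HSF-1 transcriptional activity via heat shock element; 0% = median of DMSO wells and -100% = zero luminescence signal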
Numbers without * were called inactive; i = inactive; / = no result given. An excerpt, so the mix of outcomes need not match the whole.

Values run as follows: PolyA inh, Platelet DG rel, HSF-1 act, GSK3A inh, DYRK1A inh, GSK3B inh, AI-2 QS mod, HDAC3 inhib, HSP90 inh, HSF1 inhib
> CC(=O)Nc1c2c(nn1-c1ccc(C)cc1)CS(=O)(=O)C2
  i, 2, -13, -1, 1, -2, 19, -1, 2, -6
> CCOC(=O)C(C)n1cnc2c(nnn2-c2ccc(OC)cc2)c1=O (stereo not drawn)
  /, -6, 8, -1, 1, 0, 13, 1, 1, 1
> CCOC(=O)N1CCN(Cc2nc(N)nc(Nc3ccccc3C)n2)CC1
  i, 4, 19, -1, -1, 1, -7, 6, 4, -3
> CN(C(=O)COC(=O)C1CSC2(C)CCC(=O)N12)c1ccccc1 (stereo not drawn)
  i, 0, -6, -1, -4, -5, -2, -3, /, -6
> CCN(CC)C(=O)C(=O)c1cn(CC(=O)N2CCc3ccccc3C2)c2ccccc12
  i, -10, 16, -5, 5, 4, 17, 1, -3, 12
> O=C(Nc1cccc(C(=O)O)c1)/C(=C\c1ccccc1)NC(=O)c1ccccc1Cl
  i, 1, -12, -2, -2, 0, 28, 3, -1, 1
> O=C(N1CCOCC1)N1CCN(c2ccc(F)cc2)CC1
  i, 14, -9, -5, -10, 5, 17, 5, 2, -16
> CCOc1ccc2ncc(S(=O)(=O)c3ccc(C)cc3)c(N3CCC4(CC3)OCCO4)c2c1
  i, 9, 104*, 0, 14, 4, 36, 9, 1, 41
> O=C(Nc1ccccc1)c1cc2ccccc2[nH]1
  i, -5, -8, -2, 22, 2, 5, 10, 6, -5
> CC(NCc1cccn1C)c1ccccc1 (stereo not drawn)
  i, -9, 12, /, -4, -2, 8, -9, 0, -6
> Cc1c(O)ccc(-c2[nH]ncc2-c2nc3ccccc3s2)c1O
  i, 0, 19, 3, 46, 1, -72, 5, 0, 16
> COc1ccccc1NC(=O)C(=O)NCC1CCCN1S(=O)(=O)c1cccs1 (stereo not drawn)
  i, -1, 0, -1, /, -4, 13, 5, /, 9
> Cc1ccc(NC(=O)C2CCN(S(C)(=O)=O)CC2)cc1
  /, -1, 1, -1, 3, 0, 22, 1, -3, -6
> Cc1nnc(NC(=O)CSc2nnnn2Cc2ccccc2)s1
  i, 5, -8, 0, -2, 0, 12, 3, 0, -4
> Clc1ccc2nnnc(-c3ccccc3)c2c1
  i, 12, -7, -3, -5, 2, 9, 0, 0, -5

(further entries)
Values run as follows: PolyA inh, Platelet DG rel, HSF-1 act, GSK3A inh, DYRK1A inh, GSK3B inh, AI-2 QS mod, HDAC3 inhib, HSP90 inh, HSF1 inhib
> O=C(Nc1ccc(F)cc1)c1ccc2[nH]c(=O)c(=O)[nH]c2c1
  i, -4, /, 5, -1, -11, 17, 1, -1, -4
> CCn1c(SCC(=O)NCC2CCCO2)nnc1-c1c[nH]c2ccccc12 (stereo not drawn)
  i, 0, -13, 9, 7, 2, 15, -5, -3, 0
> CCOC(=O)C1(Cc2cccc(OC)c2)CCN(Cc2ccc3c(c2)OCCO3)CC1
  i, 2, 13, -5, 11, 2, 8, 3, 2, -3
> Cc1ccc(N/C(=N/S(=O)(=O)c2cccs2)c2ccccc2)c(C)c1
  i, 4, -16, -2, -4, -1, 12, -6, 1, -6
> CCOc1cc(CNS(=O)(=O)c2cn(C)cn2)cc(OCC)c1OCC
  i, -7, -4, -2, 2, -4, -3, -1, 1, -5
> CC(C)NC(=O)NCCCCCCS(C)=O (stereo not drawn)
  i, -1, 19, -1, 15, -1, -2, 2, 4, 3
> Cc1ccc(-c2ccc(/C=C/C(=O)c3ccccc3)o2)cc1
  i, -2, 76*, 0, -4, 1, 2, 1, -2, 55
> CCCn1nc(NC(=O)C(C)(C)C)c2cc3cc(OC)ccc3nc21
  i, -7, -13, 66*, 32, -42, 7, -5, -1, -7
> COc1ccccc1N1CCN(C(=O)c2c(-c3c(F)cccc3Cl)noc2C)CC1
  i, -3, -15, /, 1, 1, 8, /, 9, -6
> COCCCN(C(=O)c1ccccc1F)c1nc(-c2ccc(OC)cc2)cs1
  i, 0, 1, 0, 4, 1, 4, -1, 0, 1
> CN(CCC1CCOCC1)C(=O)c1cc(COc2c(F)cccc2F)on1
  i, 11, -2, -1, 2, 2, 11, 1, -3, 4
> CNC(=O)c1cc2c(=O)n3cc(C)ccc3nc2n(C(C)C)c1=N
  i, 5, 7, 1, /, -1, -6, i, -2, -2
> COC(=O)c1nn(-c2ccccc2)ccc1=O
  i, 12, 13, -4, -3, 0, 2, 11, 0, 0
> CC(NC(=O)/C=C/c1ccco1)c1nc2ccccc2n1Cc1c(Cl)cccc1Cl (stereo not drawn)
  i, 1, 33, -1, -8, -1, 25, 11, 3, 23
> CCN(CC)C(=O)C1CCN(S(=O)(=O)c2ccc3oc4ccccc4c3c2)CC1
  i, 10, -7, -1, 5, -3, 25, -4, -1, 1

(continued)
Values run as follows: PolyA inh, Platelet DG rel, HSF-1 act, GSK3A inh, DYRK1A inh, GSK3B inh, AI-2 QS mod, HDAC3 inhib, HSP90 inh, HSF1 inhib
> O=c1ccc(-c2nc3ccccc3n2Cc2ccc(Cl)cc2)c[nH]1
  i, 0, 47, 28, 3, 0, 18, 1, 6, 15
> COc1ccc(OCc2cc(C(=O)N3CCC(c4ccccc4)CC3)no2)c(Cl)c1
  i, 20, 48, -3, 2, 1, 6, 2, 3, 37
> COCCn1c(SCC(=O)Nc2ccccc2OC)nc2c([nH]c3ccccc32)c1=O
  /, 13, 24, 0, -1, -5, 9, -13, 1, 24
> CN(Cc1ccccc1)S(=O)(=O)c1ccc(NC(=O)C2CCCO2)cc1 (stereo not drawn)
  i, 2, -48, 0, -12, -6, 48, 8, -3, -33
> CCCCc1cc(=O)oc2cc(OCc3cc(OC)c(OC)c(OC)c3)c(Cl)cc12
  i, 1, 2, -2, -4, 0, -2, -6, 1, -11
> Cc1cc(C)n(-c2ccccc2C#N)n1
  i, 8, -15, 0, 4, -25, -3, 0, 4, -5
> Cc1ccc(CN(C)C(=O)c2cccc(S(=O)(=O)N3CCN(Cc4ccccc4)CC3)c2)o1
  i, 3, -2, -2, 2, 3, 0, 4, /, 2
> COc1ccc([N+](=O)[O-])cc1N1C(=O)c2cccc3cccc(c23)C1=O
  i, 6, 7, -1, -6, 0, 26, -1, -3, -2
> COC(=O)c1ccc(OCC(O)CNC2CCCC2)cc1 (stereo not drawn)
  i, -3, -3, -2, 4, -1, -4, -4, -1, -11
> CCOC(=O)N1CCN(C(=O)CCc2ccc(S(=O)(=O)NC(C)C)cc2)CC1
  i, 5, -5, -1, 3, -1, 18, 1, -3, 0
> COc1ccc(Cl)cc1NC(=O)CN(C)CC(=O)Nc1ccccc1-c1ccccc1
  i, -3, 30, -1, /, 0, 16, 3, 5, 14
> Cc1cc2nc3n(c2cc1C)CC1CC(C(=O)NCc2ccco2)N(C)C31 (stereo not drawn)
  i, 10, -20, 0, 1, 0, -1, -3, /, -1
> N#Cc1c(N)nc(SCC(=O)NCCc2ccccc2)c(C#N)c1-c1cccs1
  i, 15, -5, 0, 1, 1, 4, -20, 0, -12
> Cc1c(O)nc2ccccn2c1=O
  i, 3, -3, -3, /, 3, 12, 1, 4, 11
> CCOC(=O)c1c(Nc2ccc(Cl)cc2)sc(/C=C2\C=Nc3ccccc32)c1O
  i, 1, 1, -2, -1, 1, 0, 0, 2, -3

Next part.
Values run as follows: PolyA inh, Platelet DG rel, HSF-1 act, GSK3A inh, DYRK1A inh, GSK3B inh, AI-2 QS mod, HDAC3 inhib, HSP90 inh, HSF1 inhib
> COc1cccc(/C=C2\Oc3cc(OCC(=O)N4CCC[C@H]4C(=O)O)ccc3C2=O)c1
  i, -3, -14, 2, 15, 3, 13, 3, -2, 3
> COC(=O)Cn1c(=O)c2c(nc3n2CC(C)CN3Cc2ccccc2)n(C)c1=O (stereo not drawn)
  i, -13, 3, 1, 2, 1, 32, 3, -3, 0
> COc1ccc(CCNC(=O)Nc2ccc([N+](=O)[O-])cc2)cc1OC
  i, -1, -5, /, 5, 0, 13, -3, 2, -7
> O=c1[nH]cnc2c1cnn2Cc1ccccc1
  /, /, /, -2, 2, /, /, 4, -2, /
> COc1ccc(NC(=O)Cn2nc([N+](=O)[O-])c(Cl)c2C)cc1OC
  i, 3, -3, -3, -5, 5, 29, 1, 1, -5
> COc1cccc(N2CC(C(=O)Nc3nnc(SCC(=O)c4ccccc4)s3)CC2=O)c1 (stereo not drawn)
  i, 14, 5, /, 2, 4, 11, /, 5, 2
> CCOc1ccc(-c2nnc(SCC(=O)N(CC)CC)n2N)cc1
  i, -4, 0, 2, -3, 1, 0, 2, 0, -9
> CN(C1CCCCC1)S(=O)(=O)c1ccc(NC(=O)C2CCCCC2C(=O)O)cc1 (stereo not drawn)
  i, 3, -7, -5, 1, 4, 11, 1, 0, -3
> O=S1(=O)c2cccc3cccc(c23)N1CCBr
  i, -10, -23, -2, 32, -1, 15, 3, 4, -9
> Cc1ccc2nsnc2c1NC(=O)COc1ccccc1F
  i, -1, 6, /, -3, 1, 4, 0, 1, -6
> O=C(Nc1cc(Cl)ccc1-n1cncn1)c1cccs1
  i, 1, 0, -1, 0, 0, 25, 2, /, -6
> Cc1sc2nc(-c3cccs3)oc(=O)c2c1C
  i, -1, 36, 8, 2, 4, 12, -3, 4, 5
> Cc1cc(C(=O)NNc2cc(Cl)ccc2Cl)no1
  i, -3, 8, 0, /, -2, 14, -3, 8, -4
> O=C(Cn1ccc2ccccc2c1=O)NCCC(=O)N1CCN(C2CCCCC2)CC1
  i, -11, 3, /, -10, 0, 18, 6, 1, -3
> Cc1ccccc1CC(=O)NCCN1CCCCC1
  i, 5, 32, 0, 5, -3, 20, 12, 0, 5

More compounds follow.
Values run as follows: PolyA inh, Platelet DG rel, HSF-1 act, GSK3A inh, DYRK1A inh, GSK3B inh, AI-2 QS mod, HDAC3 inhib, HSP90 inh, HSF1 inhib
> CCOC(=O)c1cnc2c(C(=O)OC)cccc2c1NCc1cccnc1
  i, 3, -2, 1, -6, -2, 13, 2, 0, -7
> COc1cc2c(cc1OC)C(C)N(C(=O)c1c(C)noc1C)CC2 (stereo not drawn)
  i, 5, 5, 5, /, 0, 19, /, -2, 0
> Nc1c(Cl)c(Cl)nc(C(=O)OCC(=O)NC2CCCCC2)c1Cl
  i, -22, -5, -2, -5, 1, 21, -12, 0, -8
> CCS(=O)(=O)NCc1csc(C)n1
  i, -3, -2, /, 1, -4, 28, 2, 4, -5

Assay outcomes deposited in PubChem by several laboratories.
